Compound activity deposited in PubChem by several laboratories.
CCHF vOTU inh: CCHFV vOTU protease inhibitors, primary screen, biochemical, Pep-AMC substrate, fluorescence. 370,000 compounds, 0.55% hits. Crimean-Congo hemorrhagic fever virus L polyprotein viral ovarian tumor (vOTU) protease …. inhibition, % at 11.5 µM; in the data active = inhibition above about 30%; note: 0% = vehicle wells with enzyme and 100% = no enzyme wells
PriA SSB inh: inhibitors of Klebsiella pneumoniae PriA binding to SSB C-terminal tail, primary screen, biochemical, AlphaScreen; PriA–SSB C-terminal tail interaction (Klebsiella pneumoniae); AlphaScreen SSBct-PriA binding, biotinylated peptide; inhibition, % at 33 µM; 430,000 compounds, 0.6% hits; AID 1272365, 2023; in the data active = inhibition mostly above about 37%, no sharp cut-off; inactive = mostly below about 20%;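 note: plate controls were negative control peptide for no effect and reference peptide for full effect; strong numbers were not always called active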
PfHsp40 yeast: rescue of yeast from PfHsp40 toxicity, primary screen, S. cerevisiae, ATP luminescence | S. cerevisiae expressing PfHsp40, growth rescue | growth rescue, % at 12.5 µM | 340,000 compounds, 0.68% hits | AID 504582, 2011; in the data active = growth rescue above about 28%, passing the limit was not always enough;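 note: yeast W303a lacking pdr1 and pdr3 grown in galactose medium; growth measured after three days at 30 °C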
VHR inh abs: VHR1 phosphatase inhibitors, primary screen, biochemical, absorbance, uHTS. Dual specificity protein phosphatase 3 (Homo sapiens), P51452. recombinant VHR phosphatase, pNPP absorbance. inhibition, % at 13.3 µM. 290,000 compounds, 0.52% hits. AID 1654, 2009; in the data active = inhibition above about 50%; note: some compounds called inactive have numbers as strong as hits
Target sequence (P51452 whole entry, looked up): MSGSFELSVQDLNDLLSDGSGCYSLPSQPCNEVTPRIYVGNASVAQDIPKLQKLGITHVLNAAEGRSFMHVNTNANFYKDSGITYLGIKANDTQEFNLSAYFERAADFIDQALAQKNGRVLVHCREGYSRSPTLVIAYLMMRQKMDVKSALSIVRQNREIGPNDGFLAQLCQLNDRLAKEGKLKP
BH1578 lux ind: inducers of Vibrio cholerae quorum light production without autoinducers, primary screen, BH1578 luxS cqsA deficient, single point; V. cholerae BH1578 lux reporter, luminescence, 6 h; activation, % at 18.7 µM; 350,000 compounds, 0.16% hits; in the data active = activation mostly above about 9.7%, no sharp cut-off; note: not every result past the cut was called active; inactives centre near 0; reference of the scale not given here
BoNT A protease: BoNT/A light chain protease inhibitors, primary screen, biochemical, flow cytometry, MLPCN library | Botulinum neurotoxin type A light chain protease (Clostridium botulinum A str. ATCC 3502) | multiplex microsphere protease substrate cleavage | inhibition, % at 10 µM | AID 588499, 2011 | 360,000 compounds, 0.17% hits; note: plate controls were buffer without enzyme for full effect and enzyme alone for no effect
TcdB GH inh: TcdB glycohydrolase inhibitors, primary screen, biochemical, single point, plate reader; TcdB glycohydrolase enzymatic assay; Toxin B (Clostridioides difficile), P18177; 350,000 compounds, 0.24% hits; inhibition, % at 9.99 µM; in the data active = inhibition above about 10%
Anthrax LF inh2: Bacillus anthracis LF protease inhibitors, primary screen, biochemical, multiplex microsphere, MLPCN library; Lethal factor (Bacillus anthracis), P15917; multiplex microsphere protease cleavage assay; inhibition, % at 10 µM; 360,000 compounds, 0.12% hits; AID 588501, 2011; note: plate controls were buffer without enzyme for full effect and enzyme alone for no effect
Target sequence (P15917 whole entry, looked up): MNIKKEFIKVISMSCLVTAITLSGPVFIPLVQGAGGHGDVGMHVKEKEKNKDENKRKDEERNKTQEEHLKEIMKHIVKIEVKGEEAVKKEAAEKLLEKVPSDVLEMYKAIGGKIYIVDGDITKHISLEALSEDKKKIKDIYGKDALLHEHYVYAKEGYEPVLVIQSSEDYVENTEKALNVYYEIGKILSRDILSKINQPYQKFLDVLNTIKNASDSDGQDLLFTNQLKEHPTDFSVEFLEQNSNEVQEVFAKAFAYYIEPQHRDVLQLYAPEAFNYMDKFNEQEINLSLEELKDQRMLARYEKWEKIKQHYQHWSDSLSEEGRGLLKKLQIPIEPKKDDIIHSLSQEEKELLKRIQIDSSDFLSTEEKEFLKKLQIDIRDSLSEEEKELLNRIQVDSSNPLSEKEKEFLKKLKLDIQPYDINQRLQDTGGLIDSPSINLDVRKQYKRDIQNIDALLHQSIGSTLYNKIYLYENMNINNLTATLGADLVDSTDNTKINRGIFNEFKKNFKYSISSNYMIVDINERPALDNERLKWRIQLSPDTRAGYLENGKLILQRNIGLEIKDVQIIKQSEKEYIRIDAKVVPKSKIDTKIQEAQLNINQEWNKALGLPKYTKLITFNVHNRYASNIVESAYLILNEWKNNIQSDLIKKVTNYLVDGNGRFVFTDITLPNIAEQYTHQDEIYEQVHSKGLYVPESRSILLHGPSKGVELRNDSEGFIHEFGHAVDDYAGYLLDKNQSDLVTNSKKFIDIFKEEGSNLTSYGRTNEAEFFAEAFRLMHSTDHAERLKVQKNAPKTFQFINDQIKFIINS
SARS 3CLpro inh: SARS-CoV 3CLpro protease inhibitors, primary screen, biochemical, quenched FRET. Replicase polyprotein 1ab (Severe acute respiratory syndrome coronavirus), P0C6X7. recombinant SARS-CoV 3CLpro, quenched FRET peptide cleavage. inhibition, % at 6 µM. 290,000 compounds, 0.14% hits; in the data active = inhibition above about 12%
Y pestis TopoI: Yersinia pestis topoisomerase I inhibitors, primary screen, biochemical, cleavage product accumulation, plate reader, single point. Y. pestis Topo-I cleavage product accumulation. activity, % at 10 µM. 360,000 compounds, 0.064% hits. AID 504884, 2011; in the data active = activity above about 50%, passing the limit was not always enough; note: inactives centre near 2
Active calls of the source: *; i = inactive; . = no result given; & = joins results of further samples. Cut-off read from the data, not from the text of the source, unless noted: active = inhibition above about 30%; inconclusive = no clear call, values can overlap the other calls; inactive = below that. This is a subset; rates above refer to the full screens.

SMILES	CCHF vOTU inh	PriA SSB inh	PfHsp40 yeast	VHR inh abs	BH1578 lux ind	BoNT A protease	TcdB GH inh	Anthrax LF inh2	SARS 3CLpro inh	Y pestis TopoI
CC(NC(=O)c1ccc(F)cc1F)C1CC2CCC1C2 (stereo unspecified)	6.3	-6.4	-1.9	26.0	0.0	0.2	0.6	-0.6	-0.9	-2.5
Cc1ccccc1C(=O)NCCN1CCC(n2c(=O)[nH]c3ccccc32)CC1	3.7	.	.	.	.	0.7	-0.6	0.2	.	.
Cc1cc(=O)[nH]c(-n2ncc(C#N)c2N)n1	-11.9	-5.0&7.0&-3.7	-1.2	29.7	-0.3	-1.9	1.0	4.2	4.0	12.5
CCOc1cc(/C=C2/SC(=S)N(CC3CCCO3)C2=O)ccc1O (stereo unspecified)	6.4	0.0	-2.3	12.0	-0.4	9.7	0.1	7.9	-0.2	-0.6
C=CCOc1ccc(Br)cc1CNC(C)(C)C	-1.9	3.4	0.3	38.0	1.3	-0.3	0.3	-2.8	-0.6	-0.2
COc1ccccc1N1CCN(/N=C/c2ccccc2C(=O)O)CC1	-6.6	.	1.4	1.0	i	-1.6	-0.7	18.9	3.5	4.1
CCOC(=O)CN1C(=O)S/C(=C/c2ccco2)C1=O	1.2	-4.0	-0.3	30.3	-0.8	1.3	0.3	-2.0	2.6	1.9
COc1cc(CC(=O)NC(c2ccccc2)c2ccccc2)cc(OC)c1OC	10.9	-3.6	-1.0	42.9	-0.2	-4.8	-0.9	0.7	-2.6	12.1
Cc1ccc(SCCC(=O)Nc2nccs2)cc1	7.4	5.8	1.8	-2.9	-3.6	-0.5	0.6	-6.7	0.1	-1.1
NC(=O)CN1C(=O)C(=O)N(Cc2ccc(F)cc2)C1=O	-2.8	-11.5	-0.2	-12.8	-8.3	7.9	-2.5	4.5	-3.7	-2.8

Profiles, quoted from the list:
`CCOC(=O)CN1C(=O)S/C(=C/c2ccco2)C1=O` is entered as CCHF vOTU inh: 1.2; PriA SSB inh: -4.0; PfHsp40 yeast: -0.3; VHR inh abs: 30.3; BH1578 lux ind: -0.8; BoNT A protease: 1.3; TcdB GH inh: 0.3; Anthrax LF inh2: -2.0; SARS 3CLpro inh: 2.6; Y pestis TopoI: 1.9
`Cc1ccccc1C(=O)NCCN1CCC(n2c(=O)[nH]c3ccccc32)CC1` is entered as CCHF vOTU inh: 3.7; PriA SSB inh: .; PfHsp40 yeast: .; VHR inh abs: .; BH1578 lux ind: .; BoNT A protease: 0.7; TcdB GH inh: -0.6; Anthrax LF inh2: 0.2; SARS 3CLpro inh: .; Y pestis TopoI: .
`Cc1cc(=O)[nH]c(-n2ncc(C#N)c2N)n1` is entered as CCHF vOTU inh: -11.9; PriA SSB inh: -5.0&7.0&-3.7; PfHsp40 yeast: -1.2; VHR inh abs: 29.7; BH1578 lux ind: -0.3; BoNT A protease: -1.9; TcdB GH inh: 1.0; Anthrax LF inh2: 4.2; SARS 3CLpro inh: 4.0; Y pestis TopoI: 12.5

Remaining list, next part:
SMILES	CCHF vOTU inh	PriA SSB inh	PfHsp40 yeast	VHR inh abs	BH1578 lux ind	BoNT A protease	TcdB GH inh	Anthrax LF inh2	SARS 3CLpro inh	Y pestis TopoI
c1ccc(Oc2nc(-c3ccccn3)nc3ccccc23)cc1	0.6	2.9	.	20.1	i	-0.2	0.0	-8.6	-1.2	11.8
COc1ccc(CNC(=O)N2CCN(S(=O)(=O)c3ccccc3F)CC2)cc1	-14.4	-19.1	6.7	-17.1	-3.6	-0.2	0.1	-5.0	3.0	-4.9
CCN(C(=O)COC(=O)c1ccco1)c1c(N)n(Cc2ccccc2)c(=O)[nH]c1=O	-2.3	-12.1	-0.4	.	i	1.7	1.3	5.2	.	1.6
CC1(C)Cc2c(sc(NC(=O)c3ccc(C(=O)c4ccccc4)cc3)c2C(N)=O)C(C)(C)N1	7.0	6.9	0.6	14.5	i	1.3	0.4	-5.1	0.0	-29.5
O=C(NNC(=O)c1cc(O)c(O)c(O)c1)NC1CCCCC1	5.8	-5.1	-0.9	2.7	i	0.6	.	-1.7	1.7	-1.2
Cc1sc(NC(=O)c2ccco2)c(CN2CCCCC2)c1C	6.9	-7.0	1.7	9.9	i	-1.2	.	9.0	0.9	-1.4
Cc1cc(NC(=O)CSCC(=O)OCc2nnc(-c3ccc(F)cc3)o2)no1	-2.1	-6.7	0.8	.	i	1.4	0.0	0.3	.	0.9
COc1ccccc1CN1CC(C(=O)NCc2c(F)ccc(C)c2F)CCC1=O (stereo unspecified)	-1.6	2.5	7.7	28.7	i	-0.7	-5.3	-1.0	1.2	5.2
CC1(C(=O)NCc2ccc3c(c2)OCO3)CCN1C(=O)CCc1ccc(Cl)cc1Cl (stereo unspecified)	7.7	.	.	.	-0.6	-0.3	1.2	-1.2	.	18.0
O=C(CC12CC3CC(CC(Br)(C3)C1)C2)NCc1ccccc1	-12.7	-3.8	-0.1	.	i	-0.4	2.0	6.4	4.0	5.5
Cc1cc(S(=O)(=O)N2CCCC2)c(C)s1	-7.4	-8.2	-1.2	15.1	10.5	-3.3	.	0.3	0.2	3.4
Cc1ccc(/C=N\NC(=O)CNC(=O)C23CC4CC(CC(C4)C2)C3)o1	-0.2	.	0.3	5.0	-5.0	1.5	0.0	-1.0	1.8	3.3
Cc1nc2cc(NC(=O)N3CC4(C)CC3CC(C)(C)C4)ccc2n1C (stereo unspecified)	10.4	-14.8	-1.1	2.9	i	-0.4	.	2.2	-6.2	8.8
CC(=O)c1cc(C#N)c(N2CCCC2)nc1C	-9.1	2.1	-0.5	21.6	-0.5	-1.0	1.1	-7.1	2.0	5.8
Cc1ccc(N2CCN(S(=O)(=O)c3c(C)nc4scc(C)n4c3=O)CC2)c(C)c1	4.1	-3.6	12.3	12.5	0.9	-1.1	-1.0	-7.7	5.2	33.0
O=C(O)c1ccc(-n2ncc3c2/C(=C/c2cccc([N+](=O)[O-])c2)CC3)cc1	-1.1	-12.6	3.8	22.6	0.1	-0.2	-0.6	-2.7	-0.6	-10.0
Cc1c(NC(=O)N(C)c2ccccc2)c(=O)n(-c2ccccc2)n1C	-10.6	-8.1	-0.1	-6.1	i	-0.7	-10.0	4.7	-3.1	-1.3
CCCCn1c(CNC(C)=O)nc2ccccc21	-0.4	-14.4	0.5	-6.0	-0.1	-0.3	1.8	-0.7	1.4	2.2
Cc1ccc(-c2cc(N)n(Cc3ccc(Cl)cc3)n2)cc1	10.1	9.3	-0.1	-6.2	i	-0.1	.	-3.3	1.3	-14.3
CC(NC(=S)NC(=O)c1cccs1)c1ccccc1 (stereo unspecified)	-9.3	2.5	7.7	.	.	-0.1	0.9	-4.0	.	18.9
CC(=O)c1cc(F)ccc1OCC(=O)N1CCN(c2ccc(F)cc2)CC1	-2.7	-5.8	1.7	17.9	-0.3	-0.9	-1.3	-0.1	-9.6	-12.2
O=C1OCCOC2CCCc3oc(C4=CCCCC4)c1c32 (stereo unspecified)	-6.5	.	.	.	.	-0.4	-1.5	-9.1	.	.
CNC(=O)CCn1nc(-c2ccc(Cl)cc2)c2ccccc2c1=O	-3.5	-11.0	0.0	-3.9	i	-0.6	.	-5.0	1.3	8.3
CCC(=O)NC1CC2CCCC(C1)N2Cc1ccc(C)cc1 (stereo unspecified)	15.4	-10.7	0.7	6.4	-0.3	-4.0	0.5	1.3	-0.6	-13.9
O=C(Nc1nnc(Cc2ccccc2)s1)C1CCC1	-10.3	-17.4	-1.2	-3.6	0.8	0.6	-6.4	6.8	-1.0	6.7
CN(Cc1ccccc1)C(=O)CN1CCN(S(=O)(=O)c2ccccc2F)CC1	7.8	.	.	.	-1.1	-0.1	0.7	-1.7	.	-3.0
Clc1ccc(CO/N=C2\CCCc3nonc32)c(Cl)c1	4.6	.	-0.3	31.5	-0.2	0.3	1.9	-4.7	-3.9	15.1
Cc1cc(NC(=O)CSc2nnc(C)c(=O)n2N)no1	-0.7	6.1	-0.2	37.1	1.3	-0.8	-0.2	-4.8	0.4	-0.4
CCCCC[C@H]1CCCCC[C@H](O)C[C@H](O)[C@@H](O)/C=C/C(=O)O1	15.7	.	.	.	.	-0.3	0.6	-6.4	.	.
Cc1cc(C)c(S(=O)(=O)NCC2CCC(C(=O)NCCCN3CCOCC3)CC2)c(C)c1 (stereo unspecified)	3.7	-10.4	0.4	10.0	i	-0.1	.	-0.9	4.0	4.0
Clc1ccc(-c2nnc(-c3ccc(Br)o3)o2)c(Cl)c1	-14.7	4.3	1.3	3.1	-1.7	0.9	.	0.7	-3.3	-1.0
COc1ccc(-n2c(SCC(=O)N3CCOCC3)nc3ccccc3c2=O)cc1	-1.6	-7.9	-2.2	-28.8	-0.4	-0.5	1.2	-0.4	0.3	-1.9
CCOc1ccc(NC(=O)COc2ccc(S(=O)(=O)N3CCCC3)cc2)cc1	-15.3	-2.9	-0.4	-24.8	-0.2	0.4	0.7	0.8	-4.5	17.4
CCC(CC)NCC(O)COc1ccc(Br)cc1 (stereo unspecified)	3.9	-4.1	0.0	9.4	-1.1	-0.3	0.2	-4.5	-6.0	4.5
O=C(Cc1ccccc1)Nc1c(C(=O)N2CCOCC2)cnn1-c1ccccc1	-3.9	-2.6	-0.6	26.7	-1.5	1.7	0.0	-2.0	-1.2	-9.0
Cc1ccc(-c2nc(CSCC(=O)N3CCCC3)c(C)o2)cc1	-3.6	-17.4	0.1	16.8	11.1	-3.1	.	-3.7	4.5	13.2
COc1ccc(/C=N\NC(=O)c2nn(C)cc2Cl)cc1CN1CCOCC1	-9.2	.	-1.1	1.7	-0.3	-0.6	.	1.2	-5.1	1.9
O=C(CSc1c2c(nc3cc(Cl)ccc13)CCCC2)NCc1ccco1	1.1	14.2	-2.7	-12.2	i	0.7	.	-2.9	5.0	22.2
Cc1cc(C)c2nc(N3CCCC3)c(C#N)cc2c1	-11.5	-1.5	-0.6	5.9	-0.4	26.8	.	12.3	-1.3	-0.5
COCC(C)NC(=O)c1cc(S(=O)(=O)N2CCCCC2)ccc1N1CCOCC1 (stereo unspecified)	-7.4	2.4	0.1	-21.1	0.2	-1.2	0.2	-2.2	-3.5	1.8
CCCCn1c(N)c(N(Cc2ccccc2OC)C(=O)C(C)Oc2ccc(Br)cc2)c(=O)[nH]c1=O (stereo unspecified)	2.9	0.9	-2.1	.	-0.3	-0.5	0.5	-8.3	.	-2.2
COC(=O)c1cc(OC)c(OC)cc1NC(=O)Nc1ccccc1OC	-8.3	-14.4	-0.1	17.2	i	0.7	.	-2.5	-2.2	-12.4
COc1ccc(-n2c(=S)[nH]c3cc(C(=O)N(C)Cc4ccccc4)ccc3c2=O)cc1	18.2	-13.1	1.3	6.4	-0.9	-2.4	-2.5	-1.4	5.1	29.4
COc1ccc(C(CCNCc2ccccc2F)c2ccc(F)cc2)cc1 (stereo unspecified)	-8.4	-15.0	-1.4	2.6	-0.3	-0.3	0.3	-2.1	-2.4	13.8
COc1ccc(C(=O)N2N=C(c3cccs3)CC2c2ccccc2O)cc1 (stereo unspecified)	2.4	19.3	3.2	17.9	-0.3	0.1	1.0	0.0	6.1	17.0
CS(=O)(=O)N1CCN(c2ccc(NC(=O)c3ccc(Br)o3)cc2)CC1	12.7	-18.9	-0.5	-18.5	i	-0.1	.	4.3	-5.0	0.7
